Shn3 inh set2: inhibitors of Schnurri-3 3'UTR reporter in osteoblasts; 360,000 compounds, 0.52% hits; Clone20 osteoblast Shn3 3'UTR firefly luciferase, 24 h; AID 588674; inhibition, % at 12.5 µM;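 active = mean inhibition of at least 75% with every replicate also reaching 75%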;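 note: 0% = median of neutral control wells and 100% = pilot-screen positive control compound; some compounds past the cut are filed as inactive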
KKLEB cytotox: counter-screen for CF NF-kB inhibitors: cytotoxicity. KKLEB CF airway cells viability, ATPlite luminescence, overnight; hits give low values; cells stimulated with P. aeruginosa culture filtrate. activity change (cytotoxicity), % at 5 µM. 360,000 compounds, 0.36% hits. AID 602141;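 active = corrected activity change at or below -50% at 5 µM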
TWEAK Fn14 block: blocks TWEAK-Fn14 interaction in a reporter cell assay; TWEAK-stimulated Fn14 reporter cells, luciferase luminescence, 8 h; inhibition, % at 10 µM; 360,000 compounds, 2% hits; AID 1159606; in the data active = inhibition above about 50%
TRPM1 prom inh: inhibitors of MITF-driven TRPM1 promoter in melanoma cells; SK-MEL-5 TRPM1 promoter luciferase, 24 h; inhibition, % at 12.5 µM; 330,000 compounds, 0.83% hits; AID 488899;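 active = mean inhibition across replicates of 60% or more, whatever share of single replicates reaches that level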; note: values of inactives mirror those of a sister screen read the other way
Peg3 promoter: Peg3 promoter activity inhibition; HeLa PEG-Prom luciferase reporter, luminescence, overnight; inhibition, % at 20 µM; 360,000 compounds, 1.7% hits; AID 588405;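 active = inhibition of at least 50% at 20 µM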
CF NFkB inh: inhibitors of cystic fibrosis induced NF-kB; inhibition, % at 5 µM; KKLEB NF-kB-GFP reporter, PAF-induced, GFP fluorescence overnight; 360,000 compounds, 0.86% hits;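 active = at least 50% inhibition at 5 µM, scaled per plate between neutral and stimulator controls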;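 note: PAF is a Pseudomonas aeruginosa culture filtrate used as stimulus; plate controls were PAF-stimulated DMSO wells for no effect and unstimulated DMSO wells for full effect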
hiPSC survival: hiPSC single-cell survival enhancement; survival enhancement, % at 20 µM; 360,000 compounds, 0.044% hits; ATPlite luminescence; 100% = ROCK inhibitor wells, 0% = DMSO; AID 602274; in the data active = survival enhancement above about 18%;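 note: cells exposed to compounds for 16 hours before the ATP read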
aDG glyco act: increases alpha dystroglycan glycosylation | Pro5-aDG cells, alpha-DG glycosylation AlphaScreen (IIH6); 0% Pro5, 100% B10-LARGE cell signal | activation, % at 10 µM | 360,000 compounds, 0.22% hits;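 active = activation of at least 8% versus controls, or a plate z-score of at least 8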;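 note: Pro5 are CHO cells carrying HIG-tagged alpha-DG that lacks glycosylation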
NR2E3 ag-1: activates human photoreceptor nuclear receptor NR2E3; 320,000 compounds, 0.12% hits; inhibition of corepressor binding, % at 4.78 µM; AID 2300; Q9Y5X4; GST-NR2E3/biotin-RetCOR TR-FRET, 1536-well;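 active = percent inhibition above the cutoff of mean plus 3 SD of all tested compounds, set per screening campaign, cut at about 20% in these data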;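 note: 0% = DMSO wells and 100% = biotin wells as full block of FRET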
Target sequence (Q9Y5X4 whole entry, looked up): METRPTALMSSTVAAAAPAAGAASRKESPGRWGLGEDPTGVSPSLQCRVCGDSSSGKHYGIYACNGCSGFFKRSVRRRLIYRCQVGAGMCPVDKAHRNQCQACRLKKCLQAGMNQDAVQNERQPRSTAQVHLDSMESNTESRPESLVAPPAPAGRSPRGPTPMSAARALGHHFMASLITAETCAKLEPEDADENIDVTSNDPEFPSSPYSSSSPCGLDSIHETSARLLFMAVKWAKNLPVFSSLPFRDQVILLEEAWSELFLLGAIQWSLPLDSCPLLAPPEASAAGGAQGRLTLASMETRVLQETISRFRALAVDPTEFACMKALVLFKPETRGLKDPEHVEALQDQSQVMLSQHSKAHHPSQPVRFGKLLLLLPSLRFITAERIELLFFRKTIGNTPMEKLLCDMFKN
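Material: NR2E3–RetCOR corepressor complex | Quantity: 1.35 nM GST-tagged NR2E3 final | Schedule: 5 h at 4 °C | Replication: Singlicate compound wells | Reagent: RetCOR corepressor, biotinylated, 7 nM | Controls: Biotin wells as high control, 0.6% DMSO wells as low control | Signal: TR-FRET, Eu(K)-anti-GST donor, streptavidin-D2 acceptor, ex 340, em 617/671 nm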
NR2E3 ag-2: activates human NR2E3 receptor | Q9Y5X4 | CHO-S Gal4-NCOR/VP16-NR2E3 two-hybrid, luciferase | inhibition of corepressor binding, % at 3.98 µM | AID 602229 | 360,000 compounds, 0.35% hits;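 active = inhibition above the mean of all tested compounds plus 3 SD, cut at about 70% in these data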;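 note: 0% = DMSO with NR2E3 transfected cells and 100% = cells lacking NR2E3 construct; higher means lower luciferase signal from less NR2E3 corepressor binding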
HIF-2a inh: inhibitors of HIF-2a; inhibition, % at 18.8 µM; 786-0 RCC cells HIF-2a reporter, luciferase luminescence, overnight; 360,000 compounds, 0.72% hits;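 active = inhibition of the luminescence signal of 40% or more relative to plate controls, in a single-dose primary screen at 18.75 µM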
* = called active by the depositor; . = not tested or not shown.

SMILES	Shn3 inh set2	KKLEB cytotox	TWEAK Fn14 block	TRPM1 prom inh	Peg3 promoter	CF NFkB inh	hiPSC survival	aDG glyco act	NR2E3 ag-1	NR2E3 ag-2	HIF-2a inh
COc1cc(C(=O)NCC(=O)N/N=C(C)\C=C\c2ccccc2)cc(OC)c1OC	0	6	10	15	13	9	0.6	0.0	-1	0	7
O=C(/C=C/c1ccccc1)N1CCN(CC(O)COc2ccccc2)CC1 (centres undefined)	-32	3	5	16	3	7	3.8	-0.2	-1	-8	20
COc1ccc(C2N(c3ccccc3)C(=S)N3CCCN23)cc1 (centres undefined)	-13	9	-3	-10	19	-4	1.1	0.2	4	18	13
COc1cccc(NC(=O)CNCc2ccccc2)c1	-52	-6	6	-12	-67	1	-0.2	0.0	1	-18	-72
COc1cc(C#Cc2c(-c3cncn3C)n(C)c3ccc(-c4ccc(OC)nc4)cc23)cc(OC)c1	94*	-16	-5	-3	39	-4	-2.2	5.3	-2	25	0
COc1ccc(CCNC(=O)c2cc3ccccc3oc2=O)cc1	-15	9	-32	-10	-17	-4	-0.1	0.0	-2	-30	-17
COC(=O)CNC(=O)COC(=O)C(Cc1ccccc1)NC(=O)c1ccco1 (centres undefined)	-35	12	3	4	4	2	1.8	-0.1	2	-4	5
O=C(NCc1cccnc1)c1cc(C2CCCCN2S(=O)(=O)c2cccs2)on1 (centres undefined)	0	-13	5	.	-6	19	0.5	-0.3	.	-6	-6
CCOC(=O)CC(=O)CSc1nc2ccccc2c(=O)n1-c1ccc(C(=O)NCCOC)cc1	9	-2	1	16	21	7	1.8	-0.2	0	-55	18
N#CC(c1ccccn1)(c1ncc(C(F)(F)F)cc1Cl)N1CCOCC1 (centres undefined)	4	-3	9	-9	-32	-18	1.1	-0.1	0	-2	-1
O=C1Nc2ccccc2SC1c1ccccc1Cl (centres undefined)	12	-13	4	-5	46	-10	-1.0	0.0	.	-23	10
COc1cc(CNc2ccc(N3CCN(C(C)=O)CC3)cc2)ccc1OCc1ccccc1	9	8	-27	0	-109	-25	-0.5	-0.1	0	-61	-28
O=C(c1ccco1)N1CCN(S(=O)(=O)N2CCOCC2)CC1	3	3	-9	9	-4	0	1.2	0.0	-2	-4	22
CSc1cccc(NC(=O)c2ccc(NC3=NC4CS(=O)(=O)CC4S3)cc2)c1 (centres undefined)	5	-12	13	.	-7	20	1.2	-0.3	0	-4	2
COc1ccccc1CNC(=O)C(=O)NCC1OCCCN1S(=O)(=O)c1cccs1 (centres undefined)	-5	-1	3	-11	9	13	-0.2	-0.3	1	11	10
CC(=O)N1CCC2(CC1)C(C#N)=C(N)Oc1c2sc2nc(C)cc(C)c12	8	-9	-14	-3	-24	16	1.6	0.1	-2	-3	-47
CCc1nc2ccc(C(=O)NCCCN3CCCC3=O)cn2c1N(CC)CCOC	-2	4	-4	.	-6	-14	-1.8	0.4	.	-14	16
O=C(NCCc1nnc2ccc(N3CCCC3)nn12)c1ccccc1	-26	-14	0	9	16	15	-0.6	0.2	0	-5	-2
O=c1[nH]c(-c2ccccn2)nc2sc(-c3ccccc3)cc12	80	8	100*	36	96*	19	-1.3	-0.4	.	-79	-161
Cc1csc(N/N=C/c2ccccc2F)n1	-82	0	22	-51	-258	4	0.1	0.1	2	-127	-274
Cc1nc(=O)c(-c2ccccc2)c(C)n1CC1CCCO1 (centres undefined)	-7	7	13	3	-3	-13	-3.0	-0.2	2	6	2
CS(=O)(=O)N1CCCC(C(=O)NCCCN2CCOCC2)C1 (centres undefined)	9	7	8	6	3	0	4.0	0.0	2	3	9
CC(=O)OCc1ccccc1Sc1ccccc1C(=O)NCc1ccccc1	-27	-11	0	-77	13	14	0.0	0.0	-3	-7	-14
Cc1cc(=O)cc(C)n1-c1ccc(O)cc1	5	3	4	5	-3	8	-0.6	-0.8	1	-21	8
O=C(NCc1ccccc1)/C(=C/c1ccc(OC(F)F)cc1)c1ccccc1	7	-10	9	3	11	16	-0.4	0.2	3	-22	20

3 of the entries above in order of the CF NFkB inh value, descending.
canonical_smiles,CF NFkB inh
COc1cc(C(=O)NCC(=O)N/N=C(C)\C=C\c2ccccc2)cc(OC)c1OC,9
O=C(/C=C/c1ccccc1)N1CCN(CC(O)COc2ccccc2)CC1 (centres undefined),7
Cc1csc(N/N=C/c2ccccc2F)n1,4

(next part)
SMILES	Shn3 inh set2	KKLEB cytotox	TWEAK Fn14 block	TRPM1 prom inh	Peg3 promoter	CF NFkB inh	hiPSC survival	aDG glyco act	NR2E3 ag-1	NR2E3 ag-2	HIF-2a inh
CN(CC(=O)Nc1ccccc1[N+](=O)[O-])Cc1ccc(Br)cc1	-44	-9	-16	15	16	11	-0.7	-0.2	1	2	-5
Cn1c(SCC(=O)NC2CCS(=O)(=O)C2)nc2ccccc21 (centres undefined)	-6	-5	-12	-1	0	-16	0.6	-0.3	.	10	10
C/C(=N\NC(=O)c1ccoc1C)c1ccccc1	-155	-7	20	.	-218	10	-0.1	0.1	7	-136	-212
O=[N+]([O-])c1ccc(C2CNC(c3ccccc3)O2)cc1 (centres undefined)	6	-3	1	-4	-31	3	3.5	0.0	2	-9	12
COc1ccc(Cc2nc(-c3ccc(-n4cccc4)cc3)no2)cc1	6	3	-7	-14	-19	0	-1.5	0.1	1	-7	-39
Cc1cccc(C)c1NC(=O)CSCC(=O)c1ccc(O)c(O)c1	-40	4	-9	5	0	-5	-1.1	-0.4	0	-12	11
CCC(C)[C@H](NC(=O)N1CC(=O)Nc2ccccc21)C(=O)N[C@H](Cc1ccccc1)C(=O)O (some centres undefined)	-1	-6	17	7	2	4	5.6	0.3	2	-18	10
CNC(=O)OCc1nc(SSC(C)(C)C)n(C)c1COC(=O)NC	96*	-75*	89*	58	94*	78*	-3.1	-0.3	.	55	-20
CCN(CC)S(=O)(=O)c1ccc(C(=O)NC(=S)N2CCN(c3ccccc3O)CC2)cc1	2	12	-11	.	13	10	1.7	0.1	.	35	3
COc1cc(OC)cc(C(=O)NCC(=O)OCC(=O)N2c3ccccc3NC(=O)C2(C)C)c1	3	0	7	4	4	-6	-0.3	-0.2	-5	15	24
COc1cccc(NC(=O)Cn2c(=O)n(-c3ccccc3)c(=O)c3oc4ccccc4c32)c1	5	-15	-5	-3	-10	-1	0.1	0.2	3	18	13
CCCCN(C(=O)c1oc2ccc(OCC)cc2c1C)c1c(N)n(CC(C)C)c(=O)[nH]c1=O	1	-12	7	-2	1	3	-0.4	0.0	1	-10	-29
O=C(N1CCN=C1SCc1cccnc1)C12CC3CC(CC(C3)C1)C2	-18	-22	38	10	22	47	0.9	0.2	2	-14	30
CCCOc1ccc(/C=C/C(=O)N2CCN(c3ccccn3)CC2)cc1	11	-3	12	9	-13	12	1.2	0.2	1	7	-6
CC(C)CCN1CCN(Cc2cccc3nonc23)CC1CCO (centres undefined)	13	-1	-3	-5	17	9	-2.4	-0.1	1	4	12
CCOc1ccc(C(=O)NCC(=O)OCc2c(F)cccc2Cl)cc1OCC	6	-6	0	5	-5	7	3.2	0.3	-2	-2	0
O=C(NCCc1ccccc1)C(c1cccs1)N(C(=O)CCl)c1ccc(Cl)cc1 (centres undefined)	57	-89*	64*	86*	109*	105*	-1.5	-0.3	2	22	92*
O=C(NCc1cccnc1)c1cccc(S(=O)(=O)Nc2ccc(F)cc2)c1	20	6	17	2	16	3	1.0	-0.2	.	30	26
C#Cc1ccc([C@@H]2C=C(C(=O)NC3CC3)O[C@H](OCC)[C@H]2CCCO)cc1	-8	-1	15	6	-9	15	-1.8	-0.1	4	-2	16
CCN(CC)CCCn1c(SCC(=O)NCC2CCCO2)nc2ccccc2c1=O (centres undefined)	-12	10	11	0	1	0	1.5	-0.3	.	0	0
O=C(N=Nc1c(O)[nH]c2ccc(Br)cc12)c1ccccc1-n1cccc1	21	-25	30	19	12	37	-0.7	-0.7	1	-12	10
C=CCNC(=S)Nc1ccc2cn[nH]c2c1	8	7	11	0	-3	9	0.7	0.0	-1	-4	10
O=C(NCC(=O)N(c1ccccc1)C(C(=O)NC1CCCCC1)c1cccnc1)c1cccs1 (centres undefined)	-14	11	-8	16	14	-4	0.9	0.3	3	-16	15
Cc1cc(S(=O)(=O)N(Cc2ccc(F)cc2)CC2CCCO2)ccc1-n1cnnn1 (centres undefined)	0	4	-12	8	13	12	-1.3	-0.2	2	-7	-2
O=C(OCC(=O)N1CCCC1)c1ccco1	-15	-6	71*	-4	-16	6	6.7	0.0	-3	-3	-24

Later entries
SMILES	Shn3 inh set2	KKLEB cytotox	TWEAK Fn14 block	TRPM1 prom inh	Peg3 promoter	CF NFkB inh	hiPSC survival	aDG glyco act	NR2E3 ag-1	NR2E3 ag-2	HIF-2a inh
COc1ccccc1NS(=O)(=O)c1cccc(C(=O)N/N=C(\C)c2ccc(-n3ccnc3)cc2)c1	1	-3	0	-3	27	-4	4.2	-0.2	-2	-10	16
CCOC(=O)c1c(C)[nH]c(C(=O)OCC(=O)Nc2cc(C)nn2-c2ccccc2)c1C	14	-13	-3	-3	-3	27	-0.6	0.1	2	2	0
CCC(C)[C@H](NC(=O)NCc1cccs1)C(=O)O (some centres undefined)	-7	-3	0	2	10	-2	-4.0	0.0	2	2	10
CCn1c(SCC(=O)N(C)c2c(N)n(Cc3ccccc3)c(=O)[nH]c2=O)nnc1-c1cccs1	-33	-4	-1	.	9	-8	-2.0	0.0	.	16	-8
O=C1/C(=C/c2cccnc2)SC(=S)N1c1ccccc1	-8	-12	6	-1	-19	-10	-0.7	-0.6	4	-1	11
CCCSc1cc(N2CCOCC2)nc(-c2ccccc2Cl)n1	15	-6	7	6	15	2	-5.1	0.1	2	-6	14
N#CCOc1ccccc1P(=O)(c1ccccc1)c1ccccc1	13	-1	16	-3	15	8	0.4	1.1	2	19	12
O=C(CSc1nnc(NC(=O)c2ccccc2[N+](=O)[O-])s1)NCC1CCCO1 (centres undefined)	17	6	-17	8	14	-4	-0.4	0.1	0	-24	2
CCCCn1c(N)c(N(CCOC)C(=O)c2cc(-c3ccncc3)nc3ccccc23)c(=O)[nH]c1=O	1	11	4	8	0	-12	-0.7	0.3	1	-19	-6
N=c1c(C(=O)NC2CCCCC2)cc2c(=O)n3ccccc3nc2n1Cc1ccccc1	18	-14	-19	-23	18	13	0.9	4.9	-2	-17	5
COc1cccc(/C=C/C(=O)OCC(=O)NC2CCCCCC2)c1	0	-5	-15	.	-2	-8	3.6	-0.2	.	-6	11
CNC(=O)N(O)C1N(/N=C/c2ccc(C)cc2)C(=S)SC1(C)C (centres undefined)	6	-5	7	-10	-6	-1	-0.7	0.0	0	-19	-20

Look-ups from above:
Result for `CNC(=O)OCc1nc(SSC(C)(C)C)n(C)c1COC(=O)NC` in aDG glyco act: -0.3
Result for `CC(=O)N1CCC2(CC1)C(C#N)=C(N)Oc1c2sc2nc(C)cc(C)c12` in NR2E3 ag-1: -2
Result for `COc1ccc(CCNC(=O)c2cc3ccccc3oc2=O)cc1` in TWEAK Fn14 block: -32
Result for `O=C(/C=C/c1ccccc1)N1CCN(CC(O)COc2ccccc2)CC1` (centres undefined) in TRPM1 prom inh: 16

Bioassay records as filed in PubChem.
